Source: PubChem (several laboratories)
KCNQ2 inh = KCNQ2 potassium channel inhibitors, primary screen, cell-based, CHO-K1, FluxOR thallium flux, B-score (AID 2156); O88943; 20 min; active compounds read low; B-score at 10 µM; 310,000 tested, 1.1% active;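 active = fluorescence ratio B-score at most minus 3 library SDs, with starting brightness B-score within 2 library SDs, cut at about -5.5 in these data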
OX1R antag = antagonists of human orexin 1 receptor (OX1R). inhibition, % at 6.6 µM. OX1R-expressing cells, FRET antagonist read-out. AID 485270. 330,000 tested, 1.8% active; in the data active = inhibition mostly above about 38%, no sharp cut-off; inactive = mostly below about 40%;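 also: 0% = agonist challenge alone and 100% = reference antagonist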
Target sequence (O43613 whole entry, looked up): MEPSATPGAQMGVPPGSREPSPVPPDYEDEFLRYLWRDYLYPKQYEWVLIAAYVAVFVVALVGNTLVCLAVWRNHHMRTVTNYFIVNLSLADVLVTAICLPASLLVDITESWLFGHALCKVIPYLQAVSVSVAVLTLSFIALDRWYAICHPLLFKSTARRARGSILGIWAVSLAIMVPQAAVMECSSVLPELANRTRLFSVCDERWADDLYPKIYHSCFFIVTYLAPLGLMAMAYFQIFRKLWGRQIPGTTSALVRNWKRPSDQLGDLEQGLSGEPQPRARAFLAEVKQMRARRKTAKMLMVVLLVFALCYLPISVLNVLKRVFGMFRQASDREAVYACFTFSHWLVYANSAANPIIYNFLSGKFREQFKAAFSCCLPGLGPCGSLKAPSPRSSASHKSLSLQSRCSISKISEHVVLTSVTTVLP
STK33 kinase inh = blocks human STK33 kinase activity; Q9BYT3; purified STK33, MBP phosphorylation, ADP-Glo luminescence; inhibition, % at 10 µM; 320,000 tested, 0.073% active; AID 2661;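 active = inhibition at or above 25%, using the most active replicate where run in duplicate; inactive = inhibition below 25%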
Target sequence (Q9BYT3 whole entry, looked up): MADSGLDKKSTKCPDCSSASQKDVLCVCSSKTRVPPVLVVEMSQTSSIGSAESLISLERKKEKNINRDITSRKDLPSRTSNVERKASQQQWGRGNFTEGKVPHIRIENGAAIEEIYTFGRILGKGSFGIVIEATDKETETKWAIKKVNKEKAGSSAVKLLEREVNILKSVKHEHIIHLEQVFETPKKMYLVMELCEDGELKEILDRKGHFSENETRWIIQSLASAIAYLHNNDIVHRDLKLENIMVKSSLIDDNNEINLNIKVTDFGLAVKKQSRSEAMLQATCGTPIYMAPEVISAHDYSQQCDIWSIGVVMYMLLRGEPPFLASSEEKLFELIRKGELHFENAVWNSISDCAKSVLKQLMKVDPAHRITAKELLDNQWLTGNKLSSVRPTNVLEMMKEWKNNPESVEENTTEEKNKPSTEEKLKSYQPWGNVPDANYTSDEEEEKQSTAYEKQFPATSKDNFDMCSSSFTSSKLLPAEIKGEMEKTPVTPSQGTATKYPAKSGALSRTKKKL
Numbers without * were called inactive; i = inactive; · = no result given; & = joins results of further samples.

Values run as follows: STK33 kinase inh, KCNQ2 inh, OX1R antag
CCCCN(Cc1ccccc1)C1CCN(CCc2ccccc2)CC1
 : -1.0, i, 12
C=CCn1c(O)c(/C=N/N2CCOCC2)c(=O)[nH]c1=S
 : -1.2, i, 5
O=C1NC(=O)N(Cc2ccco2)C(=O)/C1=C/C=C/c1ccco1
 : -3.7, i, 11
CCc1cccc(CC)c1NC(=S)N1CC2CC(C1)c1cccc(=O)n1C2 (stereo unspecified)
 : -0.9, i, 5
COc1ccc(Br)cc1CN1CCN(C(=O)Cc2ccccc2)CC1
 : 0.5, i, 9
CN1CCc2c([nH]c3ccccc23)C1
 : -0.5, i, 8
O=C(CN1C(=O)COc2ccccc21)N1CCC2(CC1)OCCO2
 : -0.4, i, 10
Cc1onc(-c2c(Cl)cccc2Cl)c1C(=O)Nc1ccc2c(C(F)(F)F)cc(=O)oc2c1
 : -1.6, i, 8
COC(=O)[C@@H](N)CCCN=C(N)N[N+](=O)[O-]
 : 1.5, -6.4*, 5
CN(C)CP(=O)(Nc1ccccc1)N(C)C (stereo unspecified)
 : -1.0, i, 9
C[C@]12CC[C@H](OS(=O)(=O)O)CC1=CC[C@@H]1[C@@H]2CC[C@]2(C)C(=O)CC[C@@H]12
 : -1.9&-2.6, i, 20&16
CC(Cc1ccccc1)NCC(=O)Nc1cc(N(C)C)nc2ccccc12 (stereo unspecified)
 : -0.1, i, 16
O=[N+]([O-])c1cc(Cl)c(Cl)cc1Cl
 : -0.5, ·, 2
O=P1(Nc2ccc(F)cc2)COc2ccccc2OC1
 : 0.0, i, 12
Cc1nn(-c2ccccc2)c2c1C(c1ccc3c(c1)OCO3)SCC(=O)N2 (stereo unspecified)
 : 0.6, i, 32
CC(C)N1CCN(Cc2cccc([N+](=O)[O-])c2)CC1
 : 1.1, i, 31
CC(=O)NC(=O)NC(C)Cc1ccccc1 (stereo unspecified)
 : -1.6, i, 5
Cc1ccc2nsnc2c1-n1c(C)nc2ccccc2c1=O
 : -0.7, i, 18
O=C(c1ccc(Cl)cc1)C1CCCN(Cc2ccc3ncccc3c2)C1 (stereo unspecified)
 : 0.2, i, 13
C=CCn1c(O)c(C(CC)=Nc2ccccc2NC(C)=O)c(=O)[nH]c1=O
 : -0.3, i, 9
O=C(Cn1c(=O)n(CC2CS2)c2ccccc21)N1CCCCC1 (stereo unspecified)
 : -4.9, i, 14
O=C(Nc1cccc(OC(=O)N2CCCCC2)c1)N1CCCCC1
 : 1.3, i, 34
C=C1C/C(=C/C)C(=O)O[C@@H]2CCN3CC=C(COC(=O)[C@]1(C)O)[C@H]23
 : -3.0, i, 0
CC(C)c1ccccc1OCC(=O)N1CCCN(C)CC1
 : 1.9, i, -8
COCc1ccc(CN2CCCC(C(=O)c3sccc3C)C2)o1 (stereo unspecified)
 : -3.1, i, 23
CCNc1nc(NC(C)(C)C)nc(SC)n1
 : 2.6, i, 13
NC(=O)CN1CCCC1=O
 : -0.7, i, 16
Cc1cc(/C=C2\C(=O)NC(=O)N(c3ccc(F)cc3)C2=O)c(C)n1-c1ccc(C(=O)O)cc1
 : -0.4, i, 6
Cc1ccc(N2C(=O)CC(=O)NC2=O)cc1
 : 0.9, i, 11
COc1ccc2nc(/N=C/c3c(O)n(-c4cccc(Cl)c4)c(=O)[nH]c3=O)sc2c1
 : -1.4, i, 14

Values run as follows: STK33 kinase inh, KCNQ2 inh, OX1R antag
O=C(CSC1c2ccccc2-c2ccccc21)N/N=C/c1ccccc1C(=O)O
 : -1.3, i, 54*
c1ccc2c(CN3CCN(C4CCCCC4)CC3)c[nH]c2c1
 : -0.8, i, 8
O=C(c1cccc(C(F)(F)F)c1)C1CCCN(Cc2ncc[nH]2)C1 (stereo unspecified)
 : -0.7, i, 7
CN(CCc1ccccc1)Cc1c[nH]c2ccccc12
 : -1.2, i, 10
C=C[C@H]1CN2CC[C@H]1C[C@H]2[C@H](O)c1ccnc2ccccc12
 : -1.0, ·, 19
CN1C(=O)CC(c2ccccc2)Nc2ccccc21 (stereo unspecified)
 : -1.2, i, 6
Cc1ccccc1Cc1c(C)nc2nc(SCC(=O)N3CCC4(CC3)OCCO4)nn2c1C
 : 1.1, i, 10
C[N+]1(C)C2CC(OC(=O)[C@H](CO)c3ccccc3)CC1C1OC12 (stereo partly specified)
 : 0.0, ·, 13
CN1C(=O)C(=Cc2ccc(N3CCOCC3)c([N+](=O)[O-])c2)C(=O)N(C)C1=O
 : -0.7, i, 40
COC(=O)C1=C(c2ccc(Cl)c(C(F)(F)F)c2)C[C@@H]2CC[C@H]1N2C(=O)NCCOc1ccccc1Cl
 : -0.8, ·, 2
O=c1ccc2cc(OC3O[C@H](CO)[C@@H](O)[C@H](O)[C@H]3O)c(O)cc2o1 (stereo partly specified)
 : -0.8, ·, 18
O=C1CN=C(c2ccccc2)c2ccccc2N1Cc1ccc(C(F)(F)F)cc1
 : -0.5, i, 0
Cc1nccc2c1[nH]c1ccccc12
 : 0.9, i, 7
CCOP(=O)(C#Cc1ccccc1)C(O)c1ccc(Br)cc1 (stereo unspecified)
 : -1.2, i, 5
CCOP(=O)(OCC)C(NC(=O)c1ccccc1C)C(Cl)(Cl)Cl (stereo unspecified)
 : 0.7, i, 12
OC1CCCCC1N1CCC(c2ccccc2)CC1 (stereo unspecified)
 : -0.5, i, 13
COC(=O)C1=C(c2ccc(OC)c(OC)c2)C[C@@H]2CC[C@H]1N2C(=O)NCCOc1ccccc1Cl
 : 1.0, ·, 15
COC(=O)C1=C(c2ccc(C(C)=O)cc2)C[C@@H]2CC[C@H]1N2C(=O)N1CCC(C)CC1
 : 0.1, ·, 21
COc1ccc(C=O)cc1O
 : -0.9, i, 31
Cc1c(NP(=O)(C(C)(C)C)C(C)(C)C)c(=O)n(-c2ccccc2)n1C
 : -0.6, i, 14
COc1cc2[nH]c(=O)n(-c3cccc(Cl)c3)c(=O)c2cc1OC
 : 1.4, i, 25
O=C1NC(=O)[C@]2(Cc3ccccc3N3CCN(c4ccccc4)CC32)C(=O)N1Cc1ccccc1 (stereo partly specified)
 : -3.0, -5.7*, 12
Cc1cc(/C=C2/C(=O)NC(=O)N(Cc3ccco3)C2=O)c(C)n1-c1ccccc1
 : -1.0, i, 6
O=C1NC(=S)N(c2ccc(F)cc2)C(=O)/C1=C/c1ccco1
 : 3.5, i, 2
CC(C)n1c(=O)c(C=Nc2ccc(Br)cc2)c(O)n(Cc2ccco2)c1=O
 : 1.0, i, 11
O=C(O)C1CSC(c2cccnc2)N1 (stereo unspecified)
 : -0.5, i, 17
CCOC(=O)c1[nH]c2ccc(OC)cc2c1C(SCC(=O)O)c1ccc(C(F)(F)F)cc1 (stereo unspecified)
 : -0.3, i, 34
COc1ccc(-n2c(O)c(C=NCCN(C)C)c(=O)[nH]c2=O)cc1
 : -1.3, i, 0
CC(C)(C)n1cccc1/C=C1\C(=O)NC(=O)N(c2ccccc2)C1=O
 : 1.3, i, 22
c1ccc2c(CN3CCCCCCC3)c[nH]c2c1
 : -0.1, i, 11

Values run as follows: STK33 kinase inh, KCNQ2 inh, OX1R antag
COC(=O)C1=C(c2ccc(OC)c(OC)c2)C[C@@H]2CC[C@H]1N2C(=O)NCCO
 : -0.7, ·, 1
COc1ccc(CCC(=O)N2C[C@H]3C[C@@H](C2)c2cccc(=O)n2C3)cc1
 : 3.6, i, 7
Cc1ccccc1-n1c(O)c(/C=C2/C(c3ccccc3)=Nc3ccccc32)c(=O)[nH]c1=O
 : 0.2, i, 25
COC(=O)C(O)(c1c[nH]c2ccccc12)C(F)(F)F (stereo unspecified)
 : -0.8, i, 1
COc1ccccc1OCCCn1cc(C(=O)c2ccco2)c2ccccc21
 : -2.4, i, 41
CN(CCc1ccccc1)Cc1ccccc1[N+](=O)[O-]
 : -1.6, i, 29
Cc1ccc(C)c(CN2CCC(n3nnc4cc(F)ccc43)CC2)c1
 : -0.4, i, 28
O=c1[nH]c(=O)n(-c2cccc3ccccc23)c(O)c1C=NCc1ccc2c(c1)OCO2
 : -0.5, i, 14
CCCCCn1c(=O)c(C(=O)Nc2ccccn2)c(O)c2ccccc21
 : 0.4, i, 4
COc1ccc(-n2c(Cc3cccc([N+](=O)[O-])c3)nc3ccccc3c2=O)cc1
 : -0.3, i, 11
O=c1[nH]c(CN2CC=C(c3ccccc3)CC2)nc2scc(-c3cccs3)c12
 : -0.7, i, 8
O=C(CN1CC=C(c2ccccc2)CC1)NC(=O)NC1CCCCC1
 : -1.0, i, 7
O=c1c2ccccc2nc(-c2ccccc2)n1-n1cccc1
 : -1.5, i, 26
COc1ccc(-n2c(O)c(C(C)=NCC3CCCO3)c(=O)[nH]c2=O)cc1 (stereo unspecified)
 : 0.8, i, -3
CCn1cc(C=C2C(=O)N(C)C(=O)N(C)C2=O)c2ccccc21
 : 0.0, i, 7
COCCNC(=O)c1c(NC(=O)c2ccco2)n(Cc2ccccc2)c2nc3ccccc3nc12
 : 1.0, i, 16
CC(=O)c1c(O)n(C2CCCCCC2)c(=O)[nH]c1=O
 : -0.6, i, 23
CC(=O)N(C1=NCCCS1)c1ccccc1F
 : -1.5, i, 5
Cn1c(=O)cc(SCC(=O)N2CCC3(CC2)OCCO3)c2ccc(Cl)cc21
 : -2.4, ·, 14
Nc1ccccc1C(=O)OCC(=O)c1ccc2c(c1)OCCO2
 : 0.1, i, 54
Clc1ccc(C2NCCc3[nH]cnc32)cc1 (stereo unspecified)
 : ·, i, 13
c1ccc(P(c2ccccc2)c2ccccn2)cc1
 : -4.4, i, 7
CN(C)CCSC1c2ccccc2CSc2ccccc21 (stereo unspecified)
 : 0.1, i, 5
CC(Cc1ccccc1)[n+]1cc(/N=C(\N)[O-])on1 (stereo unspecified)
 : -1.9, i, 18
CC(=O)N1CC(=O)Nc2ccc(Cl)cc2C1c1ccc(F)cc1 (stereo unspecified)
 : -0.4, i, 8
O=c1c2ccccc2nc(/C=C/c2ccc(O)cc2)n1-c1cccc(O)c1
 : -1.0, i, 32
C#C[C@]1(O)CCC2C3C(CC[C@@]21C)[C@@]1(C)CC[C@@H](O)CC1=C[C@H]3O (stereo partly specified)
 : 0.8, ·, 9
COc1ccc(S(=O)(=O)N2CC3CC(C2)c2cccc(=O)n2C3)cc1 (stereo unspecified)
 : -1.5, i, -2
O=C(O)CC[N+](=O)[O-]
 : 0.5, i, 14
O=S(=O)(c1ccc(F)cc1)N1CCCCC1c1cccnc1 (stereo unspecified)
 : -0.8, i, 11

Reprinted at random: two records from the list, in no set order.
Values run as follows: STK33 kinase inh, KCNQ2 inh, OX1R antag
O=c1c2ccccc2nc(/C=C/c2ccc(O)cc2)n1-c1cccc(O)c1
 : -1.0, i, 32
CC(Cc1ccccc1)[n+]1cc(/N=C(\N)[O-])on1 (stereo unspecified)
 : -1.9, i, 18

(more compounds)
Values run as follows: STK33 kinase inh, KCNQ2 inh, OX1R antag
O=C(O)c1cn(Cc2ccccc2)nc1-c1ccccc1
 : -0.6, i, 11
CC1=C2C(=O)C3C(CC=C4CC(OC5OC(O)C(O)C(O)C5CO)CCC43C)C2CCC12OC1CC(C)CNC1C2C (stereo unspecified)
 : -1.1, i, 1
COc1ccccc1OCC#CCN1CCCCCC1
 : 0.5, i, 3
COC(=O)C1=C(c2ccccc2)C[C@@H]2CC[C@H]1N2C(=O)N1CCC(C)CC1
 : -0.3, i, 14
COC(=O)C1=C(c2ccc(OC(F)(F)F)cc2)C[C@@H]2CC[C@H]1N2C(=O)N1CCCC1
 : -1.4, ·, 9
Cc1cccn2c(=O)c3c(nc12)N1CCCCC1C1(C3)C(=O)N(C)C(=O)N(C)C1=O (stereo unspecified)
 : -1.8, i, 13
COc1cc(C=C2C(=O)NC(=O)NC2=O)ccc1O
 : -1.8, i, -5

Molecules from the list above that contain an aryl methoxy group:
Values run as follows: STK33 kinase inh, KCNQ2 inh, OX1R antag
COc1ccc(Br)cc1CN1CCN(C(=O)Cc2ccccc2)CC1
 : 0.5, i, 9
COc1ccc2nc(/N=C/c3c(O)n(-c4cccc(Cl)c4)c(=O)[nH]c3=O)sc2c1
 : -1.4, i, 14
COC(=O)C1=C(c2ccc(OC)c(OC)c2)C[C@@H]2CC[C@H]1N2C(=O)NCCOc1ccccc1Cl
 : 1.0, ·, 15
COc1ccc(C=O)cc1O
 : -0.9, i, 31
COc1cc2[nH]c(=O)n(-c3cccc(Cl)c3)c(=O)c2cc1OC
 : 1.4, i, 25
CCOC(=O)c1[nH]c2ccc(OC)cc2c1C(SCC(=O)O)c1ccc(C(F)(F)F)cc1 (stereo unspecified)
 : -0.3, i, 34
COc1ccc(-n2c(O)c(C=NCCN(C)C)c(=O)[nH]c2=O)cc1
 : -1.3, i, 0
COC(=O)C1=C(c2ccc(OC)c(OC)c2)C[C@@H]2CC[C@H]1N2C(=O)NCCO
 : -0.7, ·, 1
COc1ccc(CCC(=O)N2C[C@H]3C[C@@H](C2)c2cccc(=O)n2C3)cc1
 : 3.6, i, 7
COc1ccccc1OCCCn1cc(C(=O)c2ccco2)c2ccccc21
 : -2.4, i, 41
COc1ccc(-n2c(Cc3cccc([N+](=O)[O-])c3)nc3ccccc3c2=O)cc1
 : -0.3, i, 11
COc1ccc(-n2c(O)c(C(C)=NCC3CCCO3)c(=O)[nH]c2=O)cc1 (stereo unspecified)
 : 0.8, i, -3
COc1ccc(S(=O)(=O)N2CC3CC(C2)c2cccc(=O)n2C3)cc1 (stereo unspecified)
 : -1.5, i, -2
COc1ccccc1OCC#CCN1CCCCCC1
 : 0.5, i, 3
COc1cc(C=C2C(=O)NC(=O)NC2=O)ccc1O
 : -1.8, i, -5

These rows are one share of the data; rates above refer to the full screens.
